EBI2 block: antagonists of human EBI2 receptor | P32249 | EBI2 beta-arrestin recruitment, luminescence, 7a,25-OHC stimulated | inhibition, % at 5 µM | 360,000 tested, 0.81% active; in the data active = inhibition above about 38%;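 also: enzyme fragment complementation signal reports receptor beta-arrestin coupling in cells; 0% = agonist plus DMSO wells and 100% = wells without agonist; some results beyond the cut were filed as inactive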
Target sequence (P32249 whole entry, looked up, the tested form may be a part): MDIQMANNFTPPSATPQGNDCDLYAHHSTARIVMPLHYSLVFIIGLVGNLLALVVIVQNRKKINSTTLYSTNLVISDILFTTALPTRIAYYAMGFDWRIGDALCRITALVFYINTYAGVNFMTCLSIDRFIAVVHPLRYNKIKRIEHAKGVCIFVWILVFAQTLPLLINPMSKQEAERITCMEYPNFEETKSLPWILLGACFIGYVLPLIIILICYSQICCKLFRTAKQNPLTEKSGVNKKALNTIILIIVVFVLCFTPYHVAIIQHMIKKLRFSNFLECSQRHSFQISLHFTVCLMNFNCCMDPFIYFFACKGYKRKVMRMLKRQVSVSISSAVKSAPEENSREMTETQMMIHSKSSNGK
APJ agonist: APJ receptor agonism; CHO-K1 APJ PathHunter beta-arrestin, luminescence; 0% DMSO wells, 100% apelin; 330,000 tested, 0.11% active; P35414; activation, % at 20 µM; AID 2520;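 active = activation more than six SD over the plate average, tested at 20 µM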;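 also: 0% = DMSO alone and 100% = apelin-13 at 10 nM; some results filed as inactive read as strong as hits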
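assay system = CHO-K1 APJ beta-arrestin complementation cell line | input = cell density 1000 per well | dosing = compound 20 µM once, DMSO 1% | timing = compound 90 min 25 °C, reagent 1 h | measured by = luminescence from split beta-galactosidase complementation, Galacton Star/Emerald II substrate | read-out basis = APJ agonist activity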
CCR6 antagonist: CCR6 (human) receptor antagonism; P51684; CHO-K1 CCR6 PathHunter beta-arrestin, luminescence, CCL20-stimulated; inhibition, % at 20 µM; 340,000 tested, 0.49% active; AID 493098;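 active = compounds whose inhibition of the agonist-driven luminescence signal at 20 µM reaches about 50%, limit read from the data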;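 also: cells stimulated with CCL20 at 14 nM final; plate controls were DMSO with CCL20 for no effect and DMSO without agonist for full effect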
Target sequence (P51684 whole entry, looked up): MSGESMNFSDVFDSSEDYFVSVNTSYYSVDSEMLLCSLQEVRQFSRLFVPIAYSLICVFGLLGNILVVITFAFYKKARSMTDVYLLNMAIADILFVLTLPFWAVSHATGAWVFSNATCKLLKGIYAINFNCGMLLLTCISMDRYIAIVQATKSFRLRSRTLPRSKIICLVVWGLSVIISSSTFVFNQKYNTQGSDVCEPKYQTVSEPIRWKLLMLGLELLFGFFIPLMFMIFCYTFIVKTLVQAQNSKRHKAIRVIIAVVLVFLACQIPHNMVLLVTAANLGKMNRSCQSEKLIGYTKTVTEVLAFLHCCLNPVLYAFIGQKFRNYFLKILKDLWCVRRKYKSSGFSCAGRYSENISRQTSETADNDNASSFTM
CXCR6 inh: CXCR6 (human) receptor inhibition. O00574. CHO-K1 PathHunter CXCR6 beta-arrestin, luminescence. inhibition, % at 20 µM. 360,000 tested, 0.36% active. AID 602244; in the data active = inhibition above about 34%, passing the limit was not always enough;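 also: antagonist mode with CXCL16 agonist at 10 nM final; 0% = 10 nM CXCL16 with DMSO and 100% = unstimulated wells without agonist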
Target sequence (O00574 whole entry, looked up): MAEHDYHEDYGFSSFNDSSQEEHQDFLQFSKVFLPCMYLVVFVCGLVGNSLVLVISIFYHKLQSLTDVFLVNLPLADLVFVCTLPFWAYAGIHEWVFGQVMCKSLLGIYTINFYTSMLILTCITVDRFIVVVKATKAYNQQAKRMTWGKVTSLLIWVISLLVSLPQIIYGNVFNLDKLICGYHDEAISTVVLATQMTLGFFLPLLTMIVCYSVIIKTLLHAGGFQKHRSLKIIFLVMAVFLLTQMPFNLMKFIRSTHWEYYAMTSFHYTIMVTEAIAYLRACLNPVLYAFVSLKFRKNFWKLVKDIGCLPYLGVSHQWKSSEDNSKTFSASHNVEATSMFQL
ATG4B inhibitor: blocks human ATG4B protease cleavage of LC3 substrate | inhibition, % at 8.33 µM | 340,000 tested, 0.51% active | ATG4B cleavage of LC3-PLA2, NBD-HPC fluorescence, 1 h | AID 504462 | Q9Y4P1; in the data active = inhibition above about 40%
Gli-Sufu antag: blocks Gli-Sufu signaling in a luciferase reporter; 340,000 tested, 0.74% active; AID 588413; inhibition, % at 5 µM; Sufu-KO-LIGHT fibroblasts, Gli luciferase reporter luminescence;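 active = inhibition above about 55%, limit read from the data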;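 also: 0% = DMSO-treated cells and 100% = wells with medium but no cells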
UBC13 polyUb: blocks human UBC13 polyubiquitin chain formation | P61088 | TR-FRET | inhibition, % at 20 µM | 330,000 tested, 0.47% active | AID 485273; in the data active = inhibition above about 45%, passing the limit was not always enough; inconclusive = no clear call, values can overlap the other calls
APJ antagonist: blocks the human apelin receptor APJ | P35414 | CHO-K1 APJ beta-arrestin complementation, luminescence | inhibition, % at 20 µM | 330,000 tested, 0.32% active;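 active = inhibition above about 40% at 20 µM, limit read from the data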;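 also: cells challenged with 10 nM apelin-13 agonist together with compound; plate controls were apelin-13 plus DMSO wells for no effect and DMSO wells lacking apelin-13 for full effect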
* hit, by the source's call; ? = inconclusive; . = no result given.

SMILES	EBI2 block	APJ agonist	CCR6 antagonist	CXCR6 inh	ATG4B inhibitor	Gli-Sufu antag	UBC13 polyUb	APJ antagonist
Nc1ccccc1NC(=O)NC(=O)c1ccccc1	-8	-2	8	-3	3	-48	6	-1
Cc1nnc2ccc(-c3cccc(NS(=O)(=O)c4ccccc4Cl)c3)nn12	8	7	6	6	4	21	-3	-15
COc1cccc(NC(=O)CCC2CCN(C(=O)c3cncs3)CC2)c1	-11	-8	20	1	-4	-5	6	10
NC(=O)C1CCN(C2=C(NS(=O)(=O)c3ccc(Br)cc3)C(=O)c3ccccc3C2=O)CC1	-1	9	22	-2	64*	12	-118	-87
CN(C(=O)COC(=O)c1cc(-c2ccc(Cl)s2)nc2ccccc12)C1CCS(=O)(=O)C1 (stereo unspecified)	-3	-2	4	-3	2	-2	?	-9
COc1ccc(C(C)=NNc2ccc([N+](=O)[O-])cc2S(=O)(=O)Nc2ccccc2C(=O)O)c(OC)c1	3	-5	22	13	36	8	-43	16
O=S(=O)(c1cccc(-c2csc(-c3cccnc3)n2)c1)N1CCCCC1	25	-4	8	9	1	1	8	-10
CCOC(=O)C1CCN(C(=O)C2COc3ccccc3O2)CC1 (stereo unspecified)	7	-4	2	9	-2	16	-1	-9
CC(=O)Nc1ccc(NC(=O)C(C)OC(=O)/C=C/c2cccs2)cc1 (stereo unspecified)	-1	1	6	0	-8	5	-4	1
Cc1ccc(OCC(=O)N/N=C/c2ccncc2)cc1C	3	-4	10	1	-8	-1	-3	6
COc1cccc(CNC(=O)COC(=O)CCCNC(=O)c2ccc(Cl)cc2)c1	-4	-6	4	-11	-6	-3	0	12
CC(=O)c1ccc(N2CCN(S(=O)(=O)c3cc(-c4cc(C)no4)ccc3C(C)C)CC2)cc1	0	-1	17	2	8	15	7	-1
CCN(CC)S(=O)(=O)c1ccc(NC(=O)c2cnc(C)cn2)cc1	6	-2	4	1	-3	-6	0	11
CCOCC(=O)Nc1c(C(=O)OCC)oc2ccccc12	0	-1	3	2	-7	-10	4	31
Cc1nc2ccccc2c(=O)n1CCc1ccccc1	-3	1	9	8	-14	-6	9	-25
S=C(NCc1ccco1)Nc1ccc(N2CCOCC2)cc1	-1	-1	11	-4	-11	-15	3	-16
O=S(=O)(Nc1cccnc1)c1ccc(C2CCCCC2)cc1	-3	4	-1	-2	-7	11	3	0
O=C(NCc1nc2ccccc2[nH]1)C1=C[C@H](c2ccc(C(F)(F)F)cc2)C[C@H](OCc2ccc(CO)cc2)O1	-5	0	20	10	-9	11	-12	3
CC(C)N(c1ccccc1)c1ccc(NC(=O)C2CCCO2)cc1 (stereo unspecified)	20	2	1	1	-14	0	-7	-11
Cn1c(NC(=O)Cc2ccc(F)cc2)cc(=O)n(C)c1=O	-2	-1	0	2	-5	3	5	10
O=C(O)c1cn(CCOc2ccccc2Cl)c2ccccc12	0	0	3	0	1	-3	-5	-21
Cc1ccc(N(C(=O)c2snc(C(N)=O)c2N)C(C(=O)NC2CCCC2)c2ccc(C)o2)cc1 (stereo unspecified)	68*	-1	2	2	21	-2	64*	20
O=C(O)CC1(CC(=O)Nc2ccccc2C(=O)c2ccccc2)CCCC1	-10	-3	1	-6	2	-6	6	12
CSc1nc(C)c(CCOC(=O)c2cccc(Cl)c2)c(=O)[nH]1	-14	-3	1	5	-4	4	-3	16
Cc1ccc(C(=O)Nc2ccccc2NC(=O)c2ccc(C)o2)o1	1	-5	6	-4	-10	19	4	5

Next part:
SMILES	EBI2 block	APJ agonist	CCR6 antagonist	CXCR6 inh	ATG4B inhibitor	Gli-Sufu antag	UBC13 polyUb	APJ antagonist
O=C(Nc1ccc(C(=O)O)cc1)/C(=C\c1ccccc1)NC(=O)c1ccc(Br)cc1	8	1	15	12	-6	-1	0	-18
O=C(Nc1cccnc1)c1ccccc1Cl	-16	-3	-1	1	-5	30	0	-3
O=C(N/N=C/c1ccc(OCc2ccc(F)cc2)cc1)c1ccccc1	28	-1	2	-9	-6	-38	-7	-6
C=CCn1c(=NC(=O)CN2C(=O)CCC2=O)sc2cccc(OC)c21	-5	5	2	1	-4	-4	-1	2
Cc1nc2ccc(NS(=O)(=O)c3c(F)cccc3F)cc2s1	-9	0	1	0	-3	2	-9	7
NC(=O)N1CC(O)CC1C(=O)Nc1ccc(Cl)c(Cl)c1 (stereo unspecified)	-2	0	2	0	0	-1	0	3
CCn1c(=Nc2ccc(N3CCOCC3)cc2)ccc2ccccc21	2	-2	-8	1	1	3	-1	-7
CC(=O)OCC(=O)C1(O)CCC2C3CC(C)C4=CC(=O)CCC4(C)C3C(O)CC21C (stereo unspecified)	2	.	-1	-3	-2	13	.	.
Cc1cc(C)n(C(=O)CN2C(=O)COc3ccccc32)n1	3	-3	4	6	-5	5	-2	4
Cc1cccc(NNC(=O)C(=O)NNc2cccc(C)c2)c1	5	-5	15	4	-9	1	-3	33
CCCCNC(=O)Nc1nc2ccccc2s1	10	-2	4	1	13	-54	-12	-2
O=C1N2CN(C(c3ccccc3)c3ccccc3)CN=C2SC1(CO)CO	4	-1	-3	8	-14	4	-5	-9
O=C(COC(=O)/C=C/c1cccc(Cl)c1)NCCc1ccccc1	-4	-2	0	3	-5	-1	6	-21
O=C(O)CSCCn1cccn1	-5	-1	4	0	1	2	-7	7
CSc1cccc(-n2ccc(=O)c(C)c2C)c1	-9	-1	13	4	-13	13	7	-15
O=C(CN1Cc2ccccc2C1=O)Nc1ccc2c(c1)OCCO2	-10	-1	-2	2	-4	-35	-3	-28
CCCCN(C(=O)CSc1nc(CCC)cc(=O)[nH]1)c1c(N)n(Cc2ccccc2)c(=O)[nH]c1=O	-5	2	-7	5	0	6	-12	10
O=C1NCN(CCO)CN1	6	-2	1	-2	-5	25	-3	5
O=C1OC[C@@H]2CCCN2C(=O)[C@@H](CC(=O)N(CCO)Cc2ccccc2)C/C=C\C[C@@H]1Cc1ccc(F)cc1	5	0	6	2	11	16	2	0
COc1ccc(N2CCN(C(=O)CCCn3c(=O)[nH]c4ccsc4c3=O)CC2)cc1	-5	1	5	0	-8	-1	-6	-18
CCOc1ccc(C(=O)SC2=NCCS2)cc1	-5	2	-3	-2	-6	1	5	-5
Nc1ccc(-c2nnc(-c3ccc(-c4ccccc4)cc3)o2)cc1	16	-4	-12	3	-9	-70	35	-18
CCOC(=O)CSc1nnc(C2CCCCC2)n1C	-4	-1	-1	2	-11	4	8	1
O=C1c2ccccc2NC(c2ccccn2)N1c1ccccc1F (stereo unspecified)	-7	-2	0	-9	-3	0	22	16
C=CCSc1nc2c(cnn2-c2ccc(C)c(C)c2)c(=O)[nH]1	-5	0	13	2	-3	4	-26	-2

Next part.
SMILES	EBI2 block	APJ agonist	CCR6 antagonist	CXCR6 inh	ATG4B inhibitor	Gli-Sufu antag	UBC13 polyUb	APJ antagonist
Cc1ccc(C)c(OCC(=O)NNC(=O)c2ccc(NC(=O)C3CC3)cc2)c1	5	-4	0	-2	-12	22	0	-1
COC(=O)C1=C(C(=O)OC)[C@@H]2N(C)c3ccccc3[C@@]23C[C@@H](CO)N(C(=O)c2cccs2)C3=N1	-4	-7	-1	0	6	-8	-5	-56
CC(C)(C)n1nnnc1C(c1ccc(C(F)(F)F)cc1)N(Cc1ccccc1)Cc1ccco1 (stereo unspecified)	9	-1	1	3	-14	7	-11	9
Cc1cccc(C)c1OCC(=O)Nc1nnc(C2CCCO2)s1 (stereo unspecified)	-9	-6	15	-3	13	6	-21	3
CCOC(=O)c1ccc(S(=O)(=O)N2CCN(C)CC2)cc1	-1	-1	10	4	4	0	-9	-21
O=C(Nc1ccccc1)OC1CC2CC1C1CCCC21 (stereo unspecified)	16	-2	4	-4	11	-20	16	-1
COc1cccc(/C=N/NC(=O)c2oc3nc(-c4ccccc4)cc(-c4ccco4)c3c2N)c1	13	2	2	5	-19	12	-6	7
OCC1OC(Oc2c(Br)cc(Br)cc2Br)C(O)C(O)C1O (stereo unspecified)	-1	.	0	-8	-8	7	.	.
COc1ccc(Oc2ccc3c(C(F)(F)F)cc(C(F)(F)F)nc3n2)cc1	-10	-3	-32	-8	-8	-23	6	-5
Cc1nc2ccc(NC(=O)c3ccc(=O)[nH]c3)cc2s1	-4	0	13	3	-6	-4	-8	10
CC1C2=C(CC(C)(C)CC2=O)NC2=C1C(=O)CC(C)(C)C2	-2	0	5	-2	-7	-7	1	-6
CCOC(=O)CC1Sc2ccccc2NC1=O (stereo unspecified)	1	0	-4	-7	2	8	1	7
CCCN1C2=C(C(=O)CC(C)(C)C2)C(c2ccc(F)cc2)C2=C1c1ccccc1C2=O (stereo unspecified)	25	-5	25	26	17	8	4	21
COc1ccccc1CNC(=O)C(C)Sc1ccc(C)cc1 (stereo unspecified)	8	-1	9	-8	5	0	-1	3
COc1ccc(OC(=O)c2cccc(S(=O)(=O)N3CC(C)OC(C)C3)c2)cc1 (stereo unspecified)	-1	-2	10	0	-11	-9	-2	9
COc1cc(OC)c(NC(=S)NCc2ccc(F)cc2)cc1Cl	-5	-4	-4	1	13	4	14	0
COc1ccccc1Oc1ccc(-c2cnc3ccccc3n2)cc1[N+](=O)[O-]	33	0	4	9	10	-12	-5	-3
COc1ccc(/C=C(\C#N)C(=O)OCC(=O)Nc2ccc(C(C)(C)C)cc2)cc1	-10	3	2	1	1	4	-19	-4
O=[N+]([O-])c1ccc(F)c(N=Cc2ccc(Br)s2)c1	2	-3	4	5	-4	-13	6	-8
COC(=O)CC1(C(=O)OC)Oc2ccc(Br)cc2C(=O)N1c1cccc(Cl)c1Cl (stereo unspecified)	17	-3	17	3	-8	7	0	-5
CCOc1ccccc1C(=O)NC(C)c1ccc2c(c1)OCO2 (stereo unspecified)	-9	-4	-1	4	-4	1	9	13
CC(C)NS(=O)(=O)c1cccc2nsnc12	-19	4	10	3	1	-1	-4	4
CCOC(=O)C(=O)/C(=C\N(C)C)c1onc(-c2ccccc2Cl)c1C(=O)OC	2	-3	-19	-3	0	2	5	3
Cc1nn2c(N3CCCC3)c3c(nc2c1-c1ccccc1)CCC3	-19	-3	15	12	-5	3	8	12
CCCNC(=O)c1ccccc1NC(=O)COc1ccc(OC)cc1	5	-2	0	-2	7	7	12	-5

The final 3 entries of the section before lead into the next.
SMILES	EBI2 block	APJ agonist	CCR6 antagonist	CXCR6 inh	ATG4B inhibitor	Gli-Sufu antag	UBC13 polyUb	APJ antagonist
CCOC(=O)C(=O)/C(=C\N(C)C)c1onc(-c2ccccc2Cl)c1C(=O)OC	2	-3	-19	-3	0	2	5	3
Cc1nn2c(N3CCCC3)c3c(nc2c1-c1ccccc1)CCC3	-19	-3	15	12	-5	3	8	12
CCCNC(=O)c1ccccc1NC(=O)COc1ccc(OC)cc1	5	-2	0	-2	7	7	12	-5
Cc1ccc(CN2CC34C=CC(O3)C(C(=O)NCc3ccco3)C4C2=O)cc1 (stereo unspecified)	-8	9	-4	-16	-18	-1	-15	-17
O=C(CNC(=O)c1ccccc1)OCCOc1cccc(Cl)c1	1	-5	2	0	11	-9	-2	15
O=C1OCCC1(c1ccccc1)c1ccccc1	9	-5	7	2	-5	1	1	25
COc1cccc(NC(=O)CCNC(=O)Cn2ccc3ccccc3c2=O)c1	0	-2	-4	3	-9	6	-4	11
COC(=O)c1cc(Br)ccc1OC(=O)c1cccnc1	-24	0	-5	5	-1	10	-2	7
COc1ccc(Cl)cc1NC(=O)COC(=O)c1ccc(Br)o1	1	-1	24	2	-8	2	22	8
NC(=O)c1ccc(Cc2ncc(C(F)(F)F)cc2Cl)s1	-12	-3	3	-3	7	2	-3	-20
COc1ccc(S(=O)(=O)N2CCC(NC(=O)C(Cc3cccc(OC)c3OC)NC(C)=O)CC2)cc1 (stereo unspecified)	7	-3	7	8	-9	-3	1	4
OC1CCCCC1Sc1nc2ccccc2s1 (stereo unspecified)	1	-3	-14	-3	-8	-41	-1	3
N#CCC(N)=C(C#N)C#N	-7	0	2	-6	1	2	17	3

High-throughput results: PubChem BioAssay, Sanford-Burnham Center for Chemical Genomics
